Source: PubChem BioAssay (several laboratories)
V-ATPase pHluor – alters yeast V-ATPase proton transport. S. cerevisiae, pHLuorin cytosolic pH fluorescence. response, % at 10 µM. 350,000 tested, 0.37% active; in the data active = response mostly above about 7.3%, no sharp cut-off; inactive = mostly below about 5.4%; note: actives read high; inactives centre near 0; some compounds called inactive have numbers as strong as hits
Rtt109 Vps75 – C. albicans Rtt109 histone acetyltransferase inhibition; AID 540336; inhibition, % at 34.9 µM; 330,000 tested, 0.16% active; purified Rtt109/Vps75, ThioGlo CoA-SH fluorescence, 4 h; Q5AAJ8;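 active = inhibition of at least 50% in every replicate; inconclusive = best replicate reaches 50% inhibition but some replicates fall short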
dFosB activator – mouse delta FosB homodimer activation. P13346. purified delta FosB, TAMRA-CDK5 oligo fluorescence polarization; percent of positive-control signal above neutral wells. activation, % at 25 µM. 340,000 tested, 0.99% active;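 active = mean activation above about 17%, with every replicate also reaching it, limit read from the data, passing the limit was not always enough; inconclusive = only one of the two conditions met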;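 note: fluorescence polarization rise as delta FosB binds a TAMRA Cdk5 AP-1 oligo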
Target sequence (P13346 whole entry, looked up): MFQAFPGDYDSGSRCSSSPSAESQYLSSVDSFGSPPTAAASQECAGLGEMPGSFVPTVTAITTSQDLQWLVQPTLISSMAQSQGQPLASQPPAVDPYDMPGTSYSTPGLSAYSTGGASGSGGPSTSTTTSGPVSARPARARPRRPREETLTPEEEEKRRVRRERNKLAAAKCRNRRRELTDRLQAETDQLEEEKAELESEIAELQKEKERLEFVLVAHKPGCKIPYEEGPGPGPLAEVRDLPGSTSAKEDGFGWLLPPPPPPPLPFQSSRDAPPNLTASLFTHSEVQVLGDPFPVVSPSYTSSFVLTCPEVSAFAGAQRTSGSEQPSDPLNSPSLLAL
Tat export inh – blocks Tat-dependent protein export in E. coli. E. coli MC4100 TorA-mCherry Tat export, fluorescence. inhibition, % at 10 µM. 340,000 tested, 0.036% active. AID 488895;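 active = mean replicate inhibition at least 50% and at least half of replicates individually reaching 50%; inconclusive = only one of the two criteria met; inactive = neither criterion met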;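 note: exported cargo escapes ClpAP degradation while cytoplasmic cargo is degraded and loses fluorescence; 0% = median of neutral control wells and 100% = median of NaSCN control wells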
MITF TRPM1 HTS – increases MITF-driven TRPM1 promoter luciferase signal; SK-MEL-5 TRPM1-promoter luciferase, 24 h; % of positive control, neutral wells = 0; activation, % at 12.5 µM; 300,000 tested, 0.75% active; AID 588334;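 active = mean activation of at least 80% with every replicate also reaching 80%; inconclusive = mean reaches 80% but some replicate falls short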;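 note: 0% = neutral control wells and 100% = parthenolide positive control wells; values of inactives mirror those of a sister screen read the other way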
RTF Ca sens act – cardiac RTF calcium sensitization | AID 493008 | activation, % at 7.2 µM | IANBD-labeled TnC RTF fluorescence at EC20 calcium; 0% EC20 calcium, 100% full calcium | 340,000 tested, 0.24% active;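 active = activation above the mean over all tested compounds plus 3 SD, cut at about 30% in these data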;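 note: rise in fluorescence read as greater calcium sensitivity of cardiac thin filaments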
Wnt act – Wnt/beta-catenin pathway activation. activation, % at 9.35 µM. Wnt/beta-catenin reporter cell assay, activator, plate reader. 300,000 tested, 1.2% active; in the data active = activation above about 30%, passing the limit was not always enough; inconclusive = no clear call, values can overlap the other calls;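 note: 0% = neutral control wells and 100% = positive control wells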
CDK5 inh – inhibitors of human CDK5/p35 kinase. Q00535+Q15078. Recombinant CDK5/p35, ADP-Glo luminescence, 60 min. inhibition, % at 10 µM. 330,000 tested, 0.01% active;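 active = highest replicate inhibition of at least 50% and at least 75% of replicates reaching 50%; inconclusive = only one of the two criteria met; inactive = both criteria failed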;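 note: plate controls were DMSO neutral control for no effect and GW8510 at 10 µM for full effect; many of its hits are not listed in these tables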
Target sequence (Q00535 whole entry, looked up): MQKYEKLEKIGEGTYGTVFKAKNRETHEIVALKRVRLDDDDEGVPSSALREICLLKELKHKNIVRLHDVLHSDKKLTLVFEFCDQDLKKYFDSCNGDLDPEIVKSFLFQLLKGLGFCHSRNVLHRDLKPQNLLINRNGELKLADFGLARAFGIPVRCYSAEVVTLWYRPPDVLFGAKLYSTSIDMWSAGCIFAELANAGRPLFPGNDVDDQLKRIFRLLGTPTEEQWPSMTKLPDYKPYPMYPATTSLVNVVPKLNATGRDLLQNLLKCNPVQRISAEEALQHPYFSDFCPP
Target sequence (Q15078 whole entry, looked up): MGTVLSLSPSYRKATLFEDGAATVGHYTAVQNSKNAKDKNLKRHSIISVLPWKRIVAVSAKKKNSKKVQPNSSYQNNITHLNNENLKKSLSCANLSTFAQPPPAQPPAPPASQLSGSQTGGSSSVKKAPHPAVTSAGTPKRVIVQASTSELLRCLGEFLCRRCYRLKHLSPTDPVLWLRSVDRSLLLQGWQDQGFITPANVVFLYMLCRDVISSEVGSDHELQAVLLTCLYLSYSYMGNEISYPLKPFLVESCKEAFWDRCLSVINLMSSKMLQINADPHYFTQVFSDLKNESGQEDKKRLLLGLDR
CAL PDZ FP-1 – inhibitors of human CAL PDZ peptide binding. Q9HD26. purified CAL PDZ, TMR-peptide fluorescence polarization, 1 h. inhibition, % at 20 µM. 330,000 tested, 0.02% active. AID 504414;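 active = highest replicate inhibition of at least 40%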;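 note: plate controls were DMSO neutral control wells for no effect and unlabeled competitor peptide control wells for full effect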
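Control set: unlabelled peptide and DMSO controls / Material: purified CerCALP PDZ construct / Timing: 1 h incubation at room temperature before polarization reading / Doses: 20 µM, one dose / Detection: fluorescence polarization (mP)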
CAL PDZ FP-2 – inhibitors of human CAL PDZ peptide binding | Q9HD26 | purified CAL PDZ, TMR-peptide fluorescence polarization, 1 h | inhibition, % at 24.9 µM | 300,000 tested, 0.92% active | AID 602252;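 active = mean inhibition of at least 30% with at least half of replicates also reaching 30%; inconclusive = no clear call, values can overlap the other calls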;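 note: 0% = DMSO neutral control and 100% = excess unlabeled competitor peptide PRC23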
* hit, by the source's call; ? = inconclusive; · = no result given. The order is random; 4.1% or so of the library scored in one or more.

Sample of the layout (2 entries):
SMILES	V-ATPase pHluor	Rtt109 Vps75	dFosB activator	Tat export inh	MITF TRPM1 HTS	RTF Ca sens act	Wnt act	CDK5 inh	CAL PDZ FP-1	CAL PDZ FP-2
O=C(Nc1ccc(S(=O)(=O)NCC2CCCO2)cc1)c1ccc(F)cc1 (stereo unspecified)	-2	-11	-3	20	-22	1	-5	1.0	-1.0	-1
COc1ccc(S(=O)(=O)N2CCC3CC2c2cc(N4CCOCC4)ccc23)cc1 (stereo unspecified)	4	1	6	-4	-6	0	0	-0.4	0.4	-6

All compounds of this part, repeating the preview:
SMILES	V-ATPase pHluor	Rtt109 Vps75	dFosB activator	Tat export inh	MITF TRPM1 HTS	RTF Ca sens act	Wnt act	CDK5 inh	CAL PDZ FP-1	CAL PDZ FP-2
O=C(Nc1ccc(S(=O)(=O)NCC2CCCO2)cc1)c1ccc(F)cc1 (stereo unspecified)	-2	-11	-3	20	-22	1	-5	1.0	-1.0	-1
COc1ccc(S(=O)(=O)N2CCC3CC2c2cc(N4CCOCC4)ccc23)cc1 (stereo unspecified)	4	1	6	-4	-6	0	0	-0.4	0.4	-6
COc1ccc(OC)c(N2C(=O)C(Cl)=C(N3CCOCC3)C2=O)c1	1	-1	3	1	21	-2	·	0.5	·	-4
CN(C)CCCNC(=O)C(=O)Nc1cc2c3c(c1)CCC(=O)N3CCC2	1	-12	-3	-2	-11	0	-1	1.9	-2.8	0
CSCCC(NC(=O)c1ccc(Cl)cc1)C(=O)NC(C)(C)C (stereo unspecified)	-1	7	0	2	-10	3	·	-0.7	-0.7	·
C=CCn1c(NCCOC)nc2c1c(=O)n(C)c(=O)n2C	2	-5	2	-8	-3	-1	-1	1.3	0.5	44*
NC(=O)c1c(NC(=O)COC(=O)CSc2nnc(-c3ccc(Cl)cc3)o2)sc2c1CCC2	3	-13	-6	1	-12	-3	·	0.6	0.6	-4
C=CCN=C1SCC(=O)N1S(=O)(=O)c1ccc(C)cc1	1	39	3	4	·	6	·	0.1	-2.9	5
O=C(c1ccc2c(=O)n(Cc3ccc4c(c3)OCO4)c(=O)[nH]c2c1)N1CCN(c2ccccc2)CC1	-2	0	0	-53	-9	1	1	-0.2	-1.3	-1
Cc1ccc(NC(=O)CN2CCOCC2)c(Br)c1	0	2	3	9	-6	1	2	2.1	-0.9	12
Clc1cccc(-c2nc(NCc3cccnc3)c3ccccc3n2)c1	5	0	-26	19	-1	4	-2	1.3	-0.5	·
Cc1nc2cc(C)c(C)cc2s1	-2	6	0	18	5	6	-2	-5.3	-1.9	-1
COc1ccc(/C=C(/NC(=O)c2cccs2)C(=O)N2CCOCC2)cc1OC	-1	-14	4	4	11	-6	·	0.2	-1.9	-1
Cc1cccc(NC(=S)NCc2ccco2)n1	-2	-1	-2	2	7	-1	-2	3.2	-1.6	2
COc1cccc(OC)c1OC(=O)c1ccccc1	-2	-1	4	5	-15	-3	2	0.4	-1.1	-4
O=C(CCN1C(=O)c2ccccc2C1=O)C1=NN[C@@H]2C(=O)N(c3cccc(Cl)c3)C(=O)[C@H]12	-3	5	-1	-10	2	-1	0	-1.1	-0.9	-5
CC(=O)Nc1ccc(NC(=O)Oc2ccccc2)cc1	-3	-2	4	11	3	-2	0	5.1	-1.2	-7
Clc1nccnc1-c1ccccc1	3	-2	1	4	0	-3	·	·	-1.1	-4
Cn1c(SCC(=O)Nc2ccccc2)nnc1C(F)(F)F	3	-9	7	-3	3	0	-3	-0.9	3.2	-2
Cc1cc(C)c(S(=O)(=O)N2CCOC2CNC(=O)C(=O)NCc2ccco2)c(C)c1 (stereo unspecified)	1	-9	-9	-10	·	2	12	-0.7	-0.2	-4
Cc1cccc(N2CCN(C(=O)C3CCCN(S(=O)(=O)c4cnc[nH]4)C3)CC2C)c1 (stereo unspecified)	0	·	-9	-3	·	2	-5	-1.6	-1.2	-1
CCc1ccc(Nc2nnc(SCC(=O)Nc3cccnc3Cl)s2)cc1	1	-2	-7	4	-5	-3	0	2.0	-0.7	-3
CC(=O)Nc1ccc(NC(=O)c2ccc(Cn3cc(Cl)cn3)cc2)cc1	7	·	-1	1	-1	-3	·	-1.3	-1.4	0
O=C(Cc1ccccc1)Nc1ccc(Cl)cn1	-2	-1	2	3	7	-2	12	2.6	0.6	·
O=C(NNC(=O)C1CCC1)c1cccc(Cl)c1	5	4	-6	-5	5	-4	1	0.1	-2.2	-3
COc1ccc(/C=C/C(=O)N2CCN(C)CC2)cc1S(=O)(=O)N1CCCCC1	1	13	-5	-6	2	0	-6	1.3	-3.6	0
COc1ccc(C2(C)CC(C)(C)Nc3ccccc32)cc1 (stereo unspecified)	-2	1	2	27	·	0	0	0.8	-1.6	11
Cc1cc(N)n(-c2ccc(C)c(C)c2)n1	4	19	-2	0	44	4	21	0.1	-2.1	-3
O=C(CSCc1ccc(Cl)cc1Cl)Nc1ccc(O)cc1C(=O)O	-2	-1	-10	-9	-17	2	1	-0.2	0.1	-3
CC(C)C(=O)Nc1ccc(Oc2ccc3c(c2)C(=O)NC3=O)cc1	0	-8	5	13	12	4	0	1.2	-0.3	-6
Cc1ccc(-c2csc(N)n2)s1	-2	9	-8	9	47	-4	3	-1.4	-0.6	·
CCCC[C@@H]1C=C(C(=O)O)[C@H](c2ccc(Br)cc2)N1S(=O)(=O)c1ccc(C)cc1	-2	-6	-2	7	15	-5	-3	1.7	0.9	-8
CC(=O)Nc1ccc(NC(=O)/C(Cl)=C/c2ccccc2)cc1	-6	1	-3	-2	111*	-5	-1	-0.2	-1.3	-5
O=C(Nc1ccc(F)cc1)OCCN1CCN(Cc2ccccc2)CCC1=O	-2	11	-11	-2	26	16	3	-3.5	-1.3	-4
CC1CC(C)CN(S(=O)(=O)c2ccc(C(=O)NN3CCOCC3)cc2)C1 (stereo unspecified)	-4	0	-3	0	-1	2	-1	-5.1	-2.9	-2
Cc1ccc(-c2cc(C(=O)N3CC4(C)CC3CC(C)(C)C4)no2)cc1 (stereo unspecified)	7	-4	-4	9	6	1	1	0.9	-1.2	-4
Cc1ccccc1-c1csc(N)n1	-2	2	5	1	53	-3	2	-0.6	-0.2	·
CCC(=O)Oc1c(C(=O)CC)cc2c(C)cc(=O)oc2c1C	-1	2	-10	-3	-1	3	1	0.6	0.5	-3
O=C(/C=C\c1ccccc1)Nc1nccs1	-2	-16	8	0	34	0	39*	8.1	-0.3	0
NC(=O)C1CCN(C(=O)c2ccc3c(c2)S(=O)(=O)c2ccccc2C3=O)CC1	2	-10	6	-6	6	-3	-2	-3.5	-2.0	-1
O=C(NCc1ccccc1Cl)C(=O)NCC1OCCCN1S(=O)(=O)c1cccs1 (stereo unspecified)	-5	6	-11	-2	0	-5	2	0.5	-1.5	-1
COc1ccc(/C=C/C(=O)NCC(=O)N/N=C/c2cc(Br)ccc2OC)cc1	4	-6	3	1	-12	-1	-6	-3.3	-1.6	-4
COc1ccc(NC(=O)CCCN2C(=O)C3C4C=CC(C4)C3C2=O)c(OC)c1 (stereo unspecified)	-1	6	-2	1	-6	1	-2	3.0	-0.4	0
O=C(Cc1c(Cl)cccc1Cl)Nc1ccncc1Cl	5	1	-3	-3	13	-2	-1	0.7	-3.0	-3
Cc1ccc(NC(=O)N2CCN(c3ccccn3)CC2)cc1	1	9	-2	2	30	-9	-2	-0.6	-0.6	-4
Cc1cc(C)n2nc(CNS(=O)(=O)c3c(F)c(F)c(F)c(F)c3F)nc2n1	5	·	-2	-3	-7	1	-2	-1.4	-1.6	-2
NC(=O)c1ccccc1NS(=O)(=O)c1cccs1	0	6	3	1	4	-3	-1	-1.5	·	2
COC(=O)c1c(NC(=O)c2ccc(N(C)S(=O)(=O)c3ccc(C)cc3)cc2)sc2c1CCCC2	2	1	-5	1	-5	1	-3	2.5	0.8	0
COc1ccc(/C=C/C2=CCN(Cc3ccc(OC)cc3)CC2)cc1	5	-3	-12	-6	0	·	·	-4.1	-1.3	-3
O=c1cc(C(F)(F)F)nc(-n2[nH]c3c(c2=O)CCCC3)[nH]1	4	4	1	0	·	5	·	-0.2	·	-1
CCc1ccc2nc3nc(C)cc(C)c3c(N)c2c1	-5	-9	?	0	18	5	0	0.5	-9.9	-7
O=C1CCCCCN1C(=O)c1ccccc1	6	2	-2	-5	1	-3	-3	-1.3	-0.4	0
O=C(O)CCCn1ccc2cc(S(=O)(=O)N3CCCC3)ccc21	-1	-7	-5	-1	-2	6	-2	0.5	-0.7	-7
CCCn1nnnc1NC(=O)c1ccc(C)cc1Cl	-1	0	5	-1	7	-4	0	0.4	-2.6	1
Cc1ccnc(N2CCC(C(=O)Nc3ccc4c(c3)CCC4)CC2)n1	-4	2	-2	-3	-9	-1	·	-1.0	0.1	·
O=C(COC(=O)c1cccnc1Cl)Nc1cccc(S(=O)(=O)N2CCOCC2)c1	0	-3	-1	1	9	5	-1	1.3	-0.9	·
CC(Oc1ccc(Cl)cc1Cl)c1nc(-c2ccc(NC(=O)c3ccco3)cc2)no1 (stereo unspecified)	2	-30	7	-6	·	7	·	0.9	-1.1	-2
COc1ccc(C(=O)COC(=O)CNC(=O)c2cc(OC)cc(OC)c2)cc1	1	·	-7	9	-4	3	-2	-0.5	-3.0	8
O=P(c1ccccc1)(c1ccccc1)N(c1ccccc1)c1ccccc1	2	-2	-3	3	-7	6	·	0.8	0.2	-1
Cc1[nH]c2ccccc2c1C(c1ccncc1)N1CCN(c2ccccn2)CC1 (stereo unspecified)	1	12	-11	11	8	4	-2	0.3	0.2	5

Continued:
SMILES	V-ATPase pHluor	Rtt109 Vps75	dFosB activator	Tat export inh	MITF TRPM1 HTS	RTF Ca sens act	Wnt act	CDK5 inh	CAL PDZ FP-1	CAL PDZ FP-2
O=C(CCSc1nc(-c2ccco2)cc(C(F)(F)F)n1)NCCc1ccccc1	0	-1	-6	7	5	1	2	0.1	-1.0	-2
CN(C)CCNC(=O)C1CCN(S(=O)(=O)c2ccc3ccccc3c2)CC1	2	4	-5	10	-1	6	0	-9.2	-0.7	0
CC1(C(=O)N2CCN(c3ccc([N+](=O)[O-])cc3)CC2)CC1(Cl)Cl (stereo unspecified)	5	0	-8	-5	·	-8	-2	-1.5	-1.4	-2
O=C(CSc1nnc(NC(=O)c2ccccc2F)s1)NCc1ccc(F)cc1	0	-7	-9	2	7	6	-1	0.3	9.1	·
COc1ccc(C(=O)NCC(=O)NCC(c2ccco2)N(C)C)cc1OC (stereo unspecified)	0	-3	-8	17	10	7	-2	-4.0	0.4	-4
Cc1ccc(CNC(=O)c2c(-c3ccccc3Cl)noc2C)cc1	-2	2	1	-5	-3	-1	8	0.9	-0.4	-3
Cc1ccccc1N/N=C/c1ccc(C#N)cc1	0	-1	1	?	12	0	2	0.8	-0.1	-2
Cn1c(=O)c2sccc2n2c(CCCC(=O)NCCc3ccccc3)nnc12	5	1	-6	-5	9	-2	0	0.8	-0.2	18
Cc1cc(C(C)(C)C)n2nc(C)c(-c3ccccc3)c2n1	-1	-3	-1	3	-11	-2	1	-0.2	-1.5	-6
